# Screening results deposited in PubChem BioAssay by several laboratories.
# PERK inhibitor – block of dimerizer-induced PERK translation repression, primary screen, PERK inhibitor project, CHO PERK-DD cells, SEAP luminescence, HTS | 220,000 tested, 0.17% active | Eukaryotic translation initiation factor 2-alpha kinase 3 (Homo sapiens), Q9NZJ5 | inhibition, % at 5.6 µM | CHO PERK-DD fusion, SEAP luminescence translation reporter;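 active means inhibition above the mean inhibition of all tested compounds plus 3 SD, set separately per screening campaign, cut at about 2.9% in these data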;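 further: PERK kinase domain activated by AP20187 dimerizer at 100 nM; 0% = DMSO with dimerizer and 100% = rapamycin at 8.4 µM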
# Target sequence (Q9NZJ5 whole entry, looked up, the tested form may be a part): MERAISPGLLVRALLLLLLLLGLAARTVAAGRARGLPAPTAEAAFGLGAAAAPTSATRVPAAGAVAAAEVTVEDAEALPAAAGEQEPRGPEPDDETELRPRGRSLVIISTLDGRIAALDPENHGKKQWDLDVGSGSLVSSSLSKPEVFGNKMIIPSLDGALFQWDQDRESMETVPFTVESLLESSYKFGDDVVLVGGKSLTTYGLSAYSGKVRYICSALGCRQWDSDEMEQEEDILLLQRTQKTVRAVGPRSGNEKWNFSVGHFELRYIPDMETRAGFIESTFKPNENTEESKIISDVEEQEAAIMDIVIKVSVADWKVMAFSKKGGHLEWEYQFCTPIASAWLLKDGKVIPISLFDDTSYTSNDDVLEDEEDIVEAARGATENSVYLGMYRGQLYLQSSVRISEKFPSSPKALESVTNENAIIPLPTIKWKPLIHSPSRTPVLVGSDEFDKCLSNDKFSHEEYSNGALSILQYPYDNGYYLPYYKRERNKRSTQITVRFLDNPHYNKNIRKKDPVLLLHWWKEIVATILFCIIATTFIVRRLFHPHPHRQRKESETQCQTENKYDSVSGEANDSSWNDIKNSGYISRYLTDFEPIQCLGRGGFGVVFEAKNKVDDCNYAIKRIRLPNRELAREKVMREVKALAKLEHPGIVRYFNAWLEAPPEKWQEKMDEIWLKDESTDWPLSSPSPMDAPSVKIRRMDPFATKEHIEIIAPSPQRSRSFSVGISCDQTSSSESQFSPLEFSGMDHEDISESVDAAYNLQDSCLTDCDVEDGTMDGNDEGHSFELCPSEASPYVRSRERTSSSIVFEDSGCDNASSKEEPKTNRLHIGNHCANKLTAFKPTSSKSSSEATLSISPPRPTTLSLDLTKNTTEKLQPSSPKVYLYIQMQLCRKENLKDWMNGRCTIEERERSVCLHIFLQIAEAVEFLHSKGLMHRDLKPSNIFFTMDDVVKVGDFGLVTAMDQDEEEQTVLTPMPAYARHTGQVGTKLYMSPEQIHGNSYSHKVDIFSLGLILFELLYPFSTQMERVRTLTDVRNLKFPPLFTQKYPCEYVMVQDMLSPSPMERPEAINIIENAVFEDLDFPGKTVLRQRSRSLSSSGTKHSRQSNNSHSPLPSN
# TNF necrop inh – inhibitors of TNF-alpha triggered necroptosis, primary screen, cell-based, Jurkat FADD-/-, single concentration; Jurkat FADD-/- TNF necroptosis rescue, ATP luminescence, 24 h; 0 = TNF only, 100 = no-TNF cells; 220,000 tested, 0.068% active; activation (protection from cell death), % at 10 µM;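 active means activation, meaning protection from cell death, of at least 50% relative to plate controls; inactive means activation below 50%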;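 further: necroptosis triggered by 40 ng/mL TNF-alpha added together with compound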
# KCC2 mod – KCC2 cotransporter modulators, thallium flux, primary screen, cell-based, HEK293 KCC2, FluoZin-2 fluorescence, MLSMR | Solute carrier family 12 member 5 (Homo sapiens), Q9H2X9 | KCC2 cells, thallium flux FluoZin-2 fluorescence | B-score of Tl+ flux slope (higher = more flux/activation; lower = inhibition) at 10 µM | AID 1456, 2008 | 190,000 tested, 2.2% active;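 active means thallium flux slope and its plate-corrected score both differing from the plate sample mean at a set confidence after two filtering rounds, in either direction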;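 further: slope of fluorescence scaled to starting intensity during 10 to 20 s after thallium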
# Calpain2 inh – inhibitors of pig calpain II, primary screen, biochemical, fluorogenic peptide substrate, 1536-well; purified calpain II, 30 min; inhibition, % at 16 µM; 220,000 tested, 0.37% active; AID 1236, 2008;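 active means inhibition above about 50%, limit read from the data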
# eIF4E 4G PPI – eIF4E–eIF4G protein interaction inhibitors, primary screen, biochemical, uHTS, TR-FRET, eIF4GI fragment | TR-FRET eIF4E-eIF4GI(517-606) binding, 2 h | inhibition, % at 21.7 µM | 220,000 tested, 0.37% active;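 active means inhibition above about 30%, limit read from the data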;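 further: 0% = full FRET control wells and 100% = background wells lacking eIF4GI fragment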
# Rad51 HR inh – human RAD51 strand exchange inhibitors, primary screen, biochemical, fluorescence; DNA repair protein RAD51 homolog 1 (Homo sapiens), Q06609; hRad51 DNA strand exchange, fluorescence dequenching; inhibition, % at 10 µM; 200,000 tested, 0.085% active;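 active means inhibition above 40% at the single screening dose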;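 further: 0% = DMSO control wells and 100% = blanks with heterologous ssDNA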
#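 Test system – preformed human Rad51 ssDNA filaments · Reagent – Donor/quencher-labelled 47-bp dsDNA substrate · Incubation – 37 °C 15-min filament assembly, 30-min compound preincubation, 15-min exchange · Signal – FRET fluorescence dequenching, excitation 485 nm, emission 520 nm · Read-out – percent inhibition from fluorescence, normalised to plate control and blank means · Benchmarks – plate control and blank wells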
# EBV gp42 block – Epstein-Barr virus gp42 inhibitors, primary screen, biochemical, uHTS, fluorescence polarization; AID 1085, 2008; inhibition, % (tested at 21.74 µM); Fluorescence polarization binding assay, mP read-out; 220,000 tested, 0.42% active; in the data active means inhibition above about 50%
# L929 necroptosis – inhibitors of zVAD-triggered necroptosis, primary screen, L929 cells; 220,000 tested, 0.38% active; viability rescue, % at 10 µM; L929 zVAD necroptosis rescue, ATP luminescence, 24 h; with zVAD 60 µM; AID 1377, 2008;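 active means activation, scaled between plate controls, above about 75%, limit read from the data; inactive means activation under that limit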;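 further: 0% = zVAD with DMSO and 100% = DMSO alone without zVAD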
# Mdm2 ligase inh – MDM2-luciferase reporter signal enhancers, primary screen, MDM2 E3 ligase inhibitor project, cell-based, luminescence, 1536-well; E3 ubiquitin-protein ligase Mdm2 (Homo sapiens), Q00987; cell-based MDM2 ubiquitination luciferase reporter, 2 h; 0 = plate control, 100 = twice control, blank-subtracted; signal enhancement, % at 5 µM; 210,000 tested, 0.11% active;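 active means signal enhancement of 30% or more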;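 further: luminescence tracks abundance of the self-degrading MDM2-luciferase fusion protein; higher signal means inhibition of MDM2 E3 ligase activity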
#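 system = mammalian cells stably expressing self-ubiquitinating, self-degrading MDM2 E3–luciferase fusion | quantity = 2000 cells per well seeded | incubation = 4 h cell settling then 2 h compound exposure, 37 °C | signal = SteadyLite luminescence, 15 min reagent step | benchmarks = plate control and blank wells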
# * = called active by the depositor; . = not tested or not shown; [ ] = remark or other dose.
nr	Compound	PERK inhibitor	TNF necrop inh	KCC2 mod	Calpain2 inh	eIF4E 4G PPI	Rad51 HR inh	EBV gp42 block	L929 necroptosis	Mdm2 ligase inh
1	Cc1cnc(NC(=O)c2c(-c3ccccc3)noc2C)s1	0.8	2.1	0.0052	-4	2	-5	-18	-0.3	.
2	CC(C)(C)CNc1cc(N2CCOCC2)ccc1[N+](=O)[O-]	0.5	-1.4	-1.6	6	-1	-18	-5	0.8	-10
3	CCOC(=O)C1=C(O)/C(=C\c2ccc(CNS(=O)(=O)c3ccc(Br)cc3)o2)N=C1C	0.3	3.7	0.05	-58	4[fluorescence artefact?]	-42	8	0.6	-8
4	Cn1c(=O)oc2cc(S(=O)(=O)NC3CCN(Cc4ccccc4)CC3)ccc21	0.0	1.6	-1	6	4[fluorescence artefact?]	-5	-4	0.2	-35
5	CCOc1ccc(N(Cc2cc3cc(OC)ccc3[nH]c2=O)C(=O)C2CCCO2)cc1 (centres undefined)	-1.6	-1.2	0.99	.	.	8	.	0.1	-7
6	COCCNC(=O)NC12CC3(C)CC(C)(CC(C)(C3)C1)C2	-0.3	0.4	-0.051	-25	2	11	-3	1.7	-6
7	CC1CN(C(=O)CN2C(=O)NC3(CCCCCCC3)C2=O)CC(C)O1 (centres undefined)	1.0	-1.4	.	-30	6	-1	0	0.3	-6
8	C=CCc1cccc(C=Nc2cccn3cc(-c4ccccc4)nc23)c1O	0.1	-1.8	0.37	-138	1	3	-9	1.3	-8
9	O=C(CCc1nc(-c2ccccc2)c(-c2ccccc2)o1)OCc1ccc(Cl)cc1	0.5	-1.4	0.63	24	-2	1	-15	0.0	-10
10	Cc1nn(-c2ccccc2)c2c1C(c1ccc([N+](=O)[O-])cc1)N1C(=N2)C(=O)Nc2ccccc21 (centres undefined)	-0.7	-0.2	-0.83	5	1	-2	-15	0.4	-9
11	O=c1ccc(Cc2ccc(Cl)cc2)n[nH]1	1.8	0.1	0.0025	-22	-1	15	5	0.9	-14
12	COc1cccc(C(C(=O)NC2CCCC2)N(Cc2ccc(C)cc2)C(=O)c2ccco2)c1OC (centres undefined)	-1.0	-0.6	-0.094	-15	-2[fluorescence artefact?]	-3	-19	-0.7	10
13	COc1cccc(N(CC(=O)NCC2CCCO2)C(=O)CNS(=O)(=O)c2ccccc2)c1 (centres undefined)	1.3	0.5	.	-23	0	.	-6	1.0	-7
14	CCOC(=O)c1c(-c2ccc(F)cc2)csc1NC(=O)C1CC=CCC1C(=O)O (centres undefined)	0.6	0.7	-2.3	9	-3	-2	5	0.5	-89
15	CCCCOC(=O)Nc1nc2ccc([N+](=O)[O-])cc2s1	0.5	-0.3	-0.5	-2	-1	.	-24	2.5	-10
16	COCc1nnc(NC(=O)c2ccc(S(=O)(=O)N3CCCCCC3)cc2)o1	0.7	-0.9	.	12	4	4	-19	0.6	-9
17	COc1ccc(N/N=C(/C#N)S(=O)(=O)c2nsc(C)c2C#N)cc1	-1.7	0.5	0.24	-2	-7	2	-11	-0.1	-5
18	CN(CCc1ccccn1)C(=O)CCC1CCCN(C(=O)c2ccc3c(c2)OCCO3)C1 (centres undefined)	2.0	1.2	0.65	11	-2	.	-10	-0.5	-17
19	COc1ccc(NC(=O)C2CC(=O)OC23CCCCC3)cc1 (centres undefined)	0.3	-1.3	1.4	-14	5[fluorescence artefact?]	1	-12	0.0	.
20	COc1ccc(NC(C)=O)cc1CNC(=O)COc1c(C)c(C)cc(C)c1C	-0.4	0.2	-1.5	-8	13	-16	-14	0.1	4
21	O=C(O)CCC1COc2ccccc2O1 (centres undefined)	-0.2	-1.1	.	-15	-14[fluorescence artefact?]	-2	-4	-0.4	-9
22	c1nc2nc3c(c(N4CCOCC4)n2n1)CCCC3	0.1	0.7	-0.024	-10	2	9	-18	1.1	-31
23	COC(=O)Cn1c(=NC(=O)CN2C(=O)CCC2=O)sc2cc(S(N)(=O)=O)ccc21	1.1	1.4	1.8	-11	4	2	-6	0.8	8
24	O=C(COc1nnc2ccccn12)N1CCN(S(=O)(=O)c2ccccc2)CC1	1.3	0.2	.	.	.	-2	.	-0.2	.
25	CCCOC(=O)C1=C(C)NC2=C(C(=O)CCC2)C1c1cccc(OC)c1OC (centres undefined)	-2.0	0.2	.	-283	7	-11	0	0.8	-1
26	Cc1ccccc1C(=O)Nc1ccc(C(=O)N/N=C/c2ccc(O)c(Br)c2)cc1	-0.8	2.3	-1.6	-38	3	-15	-9	-0.9	-20
27	CNc1ccc(S(=O)(=O)NC)cc1[N+](=O)[O-]	1.6	-0.6	-0.65	-1	2	7	-3	0.3	-11
28	COC(=O)C1=C(C)Nc2sc(C(N)=O)c(N)c2C1c1ccncc1 (centres undefined)	0.9	-0.4	.	-171	-3	7	-18	0.8	-11
29	CC(c1nc2ccccc2c(=O)[nH]1)N(C)CCOc1ccc(Cl)cc1 (centres undefined)	-1.5	-0.4	-0.07	7	-1	-9	3	0.9	8
30	CCOC(=O)Cn1c(=O)oc2cc(S(=O)(=O)Nc3ccc(F)cc3)ccc21	2.6	-2.0	0.68	7	2	7	-4	0.1	3
31	O=C1C2=C(c3ccccc31)[N+](=O)[C@@H]1CCCC[C@@H]1N2[O-]	0.2	-3.4	-0.00089	-35	8	2	1	0.1	-25
32	COc1ccccc1/C=N/NC(=O)c1cccc(OC(F)(F)C(F)F)c1	0.8	1.8	-0.61	22	2	.	8	0.8	-6
33	CN1CCN(C(=O)c2ccc3c(=O)n(Cc4ccc(Cl)cc4)c(=S)[nH]c3c2)CC1	-0.5	-1.4	2.1	-63	-4	6	-10	-0.2	-10
34	O=S(=O)(CCc1nnc(-c2ccc(Br)cc2)o1)c1ccc(Cl)cc1	1.1	-3.5	-0.044	8	2	-2	-3	0.7	-16
35	Cc1cc(C(=O)OCC(=O)c2ccc(Cl)c([N+](=O)[O-])c2)c2cccc(C)c2n1	1.0	-0.1	0.9	-22	-1	15	2	0.2	27
36	CCOC(=O)c1ccc(N=CC2=C(O)CC(C)(C)CC2=O)cc1	1.0	-2.1	0.26	7	3	5	-13	0.7	.
37	CC(=O)N1C(=O)/C(=C2\SC(=S)N(NS(=O)(=O)c3ccc(C)cc3)C2=O)c2ccccc21	0.5	0.9	.	18	0	7	3	24	15
38	CCCCCn1c(N)c(-c2nc3ccccc3o2)c2c([N+](=O)[O-])nn(C)c(=O)c21	0.1	1.7	0.35	35	22[fluorescence artefact?]	0	69*	0.3	-14
39	O=c1c(-c2ccc(F)cc2)[n+]([O-])c2ccccc2n1OCc1ccccn1	0.5	-0.8	0.07	-21	-2	-5	-8	-0.3	-9
40	O=C(O)CN1CCN(Cc2ccccc2)C1=O	1.1	0.8	0.18	-27	-6[fluorescence artefact?]	4	-16	0.9	-3
41	Cc1ccc2c(c1)N(CCC(=O)NCc1ccco1)C(=O)CO2	0.0	-2.4	0.42	-3	-3	1	-4	0.0	-8
42	Nc1nc(SCC(=O)Nc2ccc([N+](=O)[O-])cc2)n[nH]1	0.0	1.0	2	19	-1	.	1	0.7	-12
43	O=c1cc[nH]c2ccc(Cl)cc12	0.4	3.5	0.47	-4	6	1	-20	7.5	.
44	O=C(OCc1nc2scc(-c3ccccc3)c2c(=O)[nH]1)c1cc([N+](=O)[O-])ccc1Cl	0.4	2.1	-0.017	-22	-8	0	-19	0.7	-11
45	Cc1cccc(CSCCNC(=O)c2ccc(N(C)S(=O)(=O)c3ccccc3)cc2)c1	0.3	-4.5	-0.49	17	-5	-2	-13	0.4	-4
46	Cc1ccc2ccccc2c1COC(=O)c1nonc1N	0.9	-0.9	0.94	16	0	1	3	-0.5	-1
47	Cc1ccc2c(c1)nnn2C1CCN(C(=O)c2cccs2)CC1	-0.2	0.2	-0.14	-11	1	-7	-7	0.0	-22
48	Cc1cc(Cl)cc(Cl)c1OCCOCCN(C)C	0.5	4.0	0.12	4	6	27	1	.	-4
49	COc1ccccc1CN(C)C(=O)C1(c2ccc(Cl)cc2)CC1	0.5	1.1	0.091	34	2	0	-14	-0.5	-11
50	Cc1ccc(S(=O)(=O)NCC(=O)NCC(=O)OCC(=O)NC(=O)NC(C)(C)C)cc1C	0.3	-0.8	-0.36	-11	1	21	-4	2.2	-3
51	COc1ccc(C(=O)NCC(=O)OCC(=O)NC(=O)NC2CCCCC2)cc1OC	2.2	-1.2	-0.43	16	7[fluorescence artefact?]	-3	-9	0.1	-8
52	COc1ccc(S(=O)(=O)NCC2CCCN(C(=O)c3ccco3)C2)cc1 (centres undefined)	0.9	1.1	0.16	-3	2	2	-3	1.7	1
53	CCNC(=O)c1ccc(N(C)S(=O)(=O)c2cccs2)cc1	0.1	-0.5	0.44	-4	-1	-5	-24	1.9	-13
54	CCOC(=O)/C(=N\Nc1cc(Cl)ccc1Cl)N1CCN(CC)CC1	-0.7	6.4	0.97	-1	5	9	-9	0.9	-6
55	Cc1cc2ccc(C)c(C)c2nc1SCC(=O)c1cccs1	0.6	-0.7	.	-15	-1	-6	-36	0.2	5
56	Cc1ccc(-c2ccc(CCC(=O)O)n2NC(=O)c2cccs2)cc1	0.5	-1.7	-0.08	16	-11	-10	-18	0.7	-10
57	Cc1cc(C)n2nc(C(=O)OCC(=O)c3cc(C)n(C)c3C)nc2n1	2.3	0.6	0.51	-53	8	8	-20	0.1	-13
58	COc1ccc(/C=C\c2onc(C)c2S(=O)(=O)N2CCC(C(=O)NCc3ccco3)CC2)cc1	-2.5	1.2	-0.27	29	2	-2	5	-0.1	-12
59	O=C(Nc1ccccc1Cl)N1CCN(c2ccc3nncn3n2)CC1	1.8	2.2	0.58	7	5	-2	-26	0.1	-8
60	CC(C)c1ccc(-c2nnn(CCC#N)n2)cc1	1.9	-0.9	-0.013	3	2	.	1	-0.2	.

# 3 entries from above, with one line to a screen:
47: Cc1ccc2c(c1)nnn2C1CCN(C(=O)c2cccs2)CC1
12: COc1cccc(C(C(=O)NC2CCCC2)N(Cc2ccc(C)cc2)C(=O)c2ccco2)c1OC (centres undefined)
13: COc1cccc(N(CC(=O)NCC2CCCO2)C(=O)CNS(=O)(=O)c2ccccc2)c1 (centres undefined)
screen / no. | 47 | 12 | 13
PERK inhibitor | -0.2 | -1.0 | 1.3
TNF necrop inh | 0.2 | -0.6 | 0.5
KCC2 mod | -0.14 | -0.094 | .
Calpain2 inh | -11 | -15 | -23
eIF4E 4G PPI | 1 | -2[fluorescence artefact?] | 0
Rad51 HR inh | -7 | -3 | .
EBV gp42 block | -7 | -19 | -6
L929 necroptosis | 0.0 | -0.7 | 1.0
Mdm2 ligase inh | -22 | 10 | -7
